POLH inh = DNA polymerase eta (human) inhibition. Q9Y253. recombinant Pol eta, fluorescent DNA replication assay. Potency, µM (doses to about 114 µM), for the others: at the top dose activity change, negative = inhibition, hits mostly inhibitors. hit rate 1.2% among 390,000; further: potency means the concentration at half of the fitted maximal effect; on the % scale 0 is the no-effect control and ±100 the full control effect
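Pol eta at 10 nM preincubated with compounds 15 min at room temperature; reaction started with fluorescent substrate (50 nM final) and read kinetically at 0 and 10 min.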
Pol kappa inh = inhibitors of human DNA polymerase kappa; Q9UBT6; purified Pol kappa, fluorescent DNA synthesis assay, 10 min; Potency, µM (series often up to 107 µM), for inactives: at the top dose activity, negative = inhibition, hits mostly inhibitors; hit rate 0.53% among 400,000; AID 588579; further: potency means the concentration at half of the fitted maximal effect; on the % scale 0 is the no-effect control and ±100 the full control effect
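Inhibition of 10 nM Pol kappa is measured by a fluorescent read-out at 0 and 10 min following addition of 50 nM substrate (final), with a 15-min room-temperature compound preincubation.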
LDHA inh = blocks human lactate dehydrogenase A. purified LDHA, NADH/diaphorase-resazurin fluorescence; active compounds read low. hit rate 0.15% among 480,000. activity change, % (values are at about 110 or 230 µM). P00338; in the data active means activity change below about -30%; inconclusive means mostly about -25% to -30%;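 further: plate controls were DMSO wells for no effect and wells without enzyme for full effect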
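Human LDH5 at 2 nM final in Tris HCl pH 7.4 with 0.06 mM NADH and 0.2 mM pyruvate, reacted 5 minutes at room temperature. Remaining NADH coupled via diaphorase/resazurin; resorufin fluorescence read at 0 and 20 minutes, normalized to enzyme-free and DMSO wells.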
Glioma ERSR ind = induces the endoplasmic reticulum stress response in human glioma cells. U87-MG GRP78 promoter luciferase reporter, 16 h. Potency, µM, for inactives: top-dose activation, most hits filed as activators. hit rate 0.02% among 420,000. AID 602332; further: potency means the concentration at half of the fitted maximal effect; series mostly up to about 76 µM; % of control where 0% means no effect; nearly all actives have a fitted effect of over 35% in size
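Stably transfected U87-MG glioma cells carrying a GRP78-based luciferase sensor; 16 h compound incubation. Luminescence end-point read 10 min after Bright-Glo addition at room temperature.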
Pol iota inh = DNA polymerase iota (human) inhibition | Q9UNA4 | Pol iota fluorescent replication assay, 10 min | Potency, µM (highest dose often 115 µM), without a hit: at the top dose activity, negative = inhibition, most hits filed as inhibitors | hit rate 1% among 390,000 | AID 588590; further: potency means the concentration at half of the fitted maximal effect
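Pol iota at 10 nM preincubated 15 min with compounds at room temperature; reaction started with fluorescent substrate, 50 nM final. Fluorescence read kinetically at 0 and 10 min; buffer-only wells as negative control.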
BLM inh = inhibitors of human Bloom syndrome helicase BLM; P54132; recombinant BLM DNA unwinding, fluorescence dequenching; Potency, µM (top dose mostly 56.1 µM), without a hit: top-dose activity change, negative = inhibition, usual class: inhibitors; hit rate 0.2% among 350,000;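 further: potency means the concentration at half of the fitted maximal effect; plate controls were vehicle for no effect and no enzyme for full effect; nearly all actives have a fitted effect of over 35% in size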
APE1 inh = APE1 (human) endonuclease inhibition. recombinant APE1, TAMRA/BHQ-2 abasic DNA cleavage fluorescence. Potency, µM (doses to about 65.8 µM), without a hit: at the highest dose activity change, negative = inhibition, actives largely listed as inhibitors. hit rate 0.35% among 350,000;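 further: potency means the concentration at half of the fitted maximal effect; plate controls were vehicle for no effect and reference inhibitor for full effect; nearly all actives have a fitted effect of over 55% in size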
Target sequence (P27695 whole entry, looked up): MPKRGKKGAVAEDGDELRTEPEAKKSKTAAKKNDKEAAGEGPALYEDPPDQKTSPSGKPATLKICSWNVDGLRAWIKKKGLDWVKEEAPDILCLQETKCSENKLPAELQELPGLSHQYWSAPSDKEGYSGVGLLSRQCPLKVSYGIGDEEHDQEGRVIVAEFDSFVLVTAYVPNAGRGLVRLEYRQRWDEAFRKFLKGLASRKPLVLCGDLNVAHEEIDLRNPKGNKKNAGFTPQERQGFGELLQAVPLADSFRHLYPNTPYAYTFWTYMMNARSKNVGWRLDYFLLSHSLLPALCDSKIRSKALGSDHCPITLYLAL
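Kinetic fluorescence read (525 ex/598 em nm, three reads 60 s apart) of AP-site incision; signal = third minus first read. Enzyme 0.75 nM, dual-labelled THF duplex 50 nM, compound preincubation 15 min RT.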
Anesthetic bind = binds horse apoferritin like a general anesthetic; P02791; apoferritin/1-aminoanthracene competitive binding, fluorescence; Potency, µM (series often up to 77.5 µM), inactives show at the top dose activity change, negative = displacement, most hits filed as inhibitors; hit rate 0.074% among 350,000; AID 485281; further: potency means the concentration at half of the fitted maximal effect; on the % scale 0 is the no-effect control and ±100 the full control effect; nearly all actives have a fitted effect of over 20% in size
Target sequence (P02791 2-175 limits assumed): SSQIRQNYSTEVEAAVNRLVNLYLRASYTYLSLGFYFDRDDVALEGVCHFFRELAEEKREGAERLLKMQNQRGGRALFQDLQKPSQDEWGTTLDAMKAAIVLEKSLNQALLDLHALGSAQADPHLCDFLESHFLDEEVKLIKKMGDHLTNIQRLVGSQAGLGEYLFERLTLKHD
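Probe: 1-aminoanthracene (50% saturated, PBS). Protein: horse-spleen apoferritin, 10 uM. Incubation: 10 min, room temperature. Detection: 380 nm excitation, 535 nm emission. Analysis: normalized response, four-parameter Hill.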
POLB inh = DNA polymerase beta (human) inhibition. P06746. Pol beta primer extension/strand displacement, fluorescence kinetic. Potency, µM (titrated, usually from 114 µM), without a hit: at the highest dose activity change, negative = inhibition, usual class: inhibitors. hit rate 1.3% among 340,000. AID 485314; further: potency means the concentration at half of the fitted maximal effect; on the % scale 0 is the no-effect control and ±100 the full control effect
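10 nM enzyme + cpd, 15 min RT; start with substrate 50 nM final; read 0 min and after 10 min RT. Corrected, normalized data; 4-parameter Hill curve fit.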
Numbers without * were called inactive; ? = inconclusive; . = not tested or not shown; & = joins results of further samples; [ ] = another dose, or the depositor's remark. Unless noted, the call rests on the fitted dose curve; in most records, active means well fitted curve in the direction sought with a large enough effect; inconclusive means small, poorly fitted or top-dose-only effect, or another doubt; inactive means no such curve, though single readings can be large; an effect the other way counts as inactive or inconclusive. Some of the compounds tested. The share of hits here may be higher or lower than overall.

canonical_smiles | BLM inh | POLH inh | Glioma ERSR ind | Pol kappa inh | LDHA inh | Anesthetic bind | POLB inh | APE1 inh | Pol iota inh
CCOC(=O)c1c(C)[nH]c(O)c1C=Nc1ccccc1 | -4% | 6% | -3% | -18% | -8 | -13% | 1% | 1% | 11%
CCc1ccccc1NC(=O)Nc1cccs1 | -9% | -17% | 0% | 2% | -1 | -20% | 0% | 1% | 7%
COc1ccc(CCNC(=O)COc2ccc(-c3ccc(C)cc3)cc2)cc1OC | 2% | -9% | -1% | -4% | -5 | -17% | 2% | -2% | 27%
COc1ccc(Cc2nc3ccccc3n2CC(=O)N/N=C/c2ccc(O)cc2)cc1OC | 1% | -11% | -4% | -2% | -6 | 2% | 3%[57.1 µM] | -2% | 0%
CCOc1cccc(C(=O)Nc2cccc(NC(=O)c3ccco3)c2)c1 | 0% | -22% | -3% | -1% | 1 | -22% | 40% | -5% | 107%[activator]
O=C(C1CCCN(Cc2ccccc2F)C1)N1CCCC1 (configuration not stated) | -8% | -13% | 1% | -1% | -15 | -5% | 5% | 51%[activator] | 13%
Cc1ccnc(N2C(=O)c3ccccc3C2Nc2ccc3c(c2)OCCO3)c1 (configuration not stated) | -2% | -21% | -3% | -21% | -7 | -14% | 28% | -5% | 1%
Cc1ccc(C(C)C)cc1OCC(=O)NC1CCCCCCC1 | . | -18% | -3% | -6% | -1 | . | . | -17% | 6%
CC(=O)Nc1cc(NC(C)=O)cc(C(=O)OCC(=O)c2ccc3c(c2)NC(=O)CO3)c1 | . | -20% | -2% | -12% | 2 | . | . | 22% | ?
CC(=O)c1cccc(NC(=O)COC(=O)CCc2ccc(S(=O)(=O)N3CCOCC3)cc2)c1 | -3% | 2% | -3% | -12% | -5 | -12% | 13% | 8% | 104%[activator]
OCC[C@H]1C[C@@H](O)[C@H](O)[C@@]2(CCCO2)O1 | . | -13% | -2% | -14% | -11 | . | . | . | 19%
COCCN1CCn2c(nc3cc(NC(=O)c4ccc(OC)cc4)ccc32)C1 | -4% | -1% | 4% | 0% | 8 | -8% | -1% | 1% | 1%
Cc1ccccc1C(C(=O)NC1CCCC1)N(C(=O)Cc1cccs1)c1ccc2c(c1)OCCO2 (configuration not stated) | -11% | -5% | -3% | -6% | -4 | -14% | 22% | 0% | -9%
CCCCS(=O)(=O)C1CCS(=O)(=O)C1 (configuration not stated) | 3% | -5% | -5% | -22% | -6 | 4% | 0% | -1% | -4%
Cc1ccc(N(C(=O)c2csnn2)C(C(=O)NC2CCCCC2)c2cccnc2)cc1 (configuration not stated) | -4% | -15% | -6% | 5% | -6 | -3% | 27% | 6% | 23%
O=C1CC(N2CCN(c3ccc(Cl)cc3)CC2)C(=O)N1c1ccccc1 (configuration not stated) | -3% | -18% | -6% | -7% | -3 | 27% | 4% | 34% | 36%
Cc1ccc(CNC(=O)C2CCCN(S(=O)(=O)c3c(C)noc3C)C2)cc1 (configuration not stated) | 2% | 3% | -5% | -6% | -4 | -1% | 6% | 3% | -9%
Cc1ccc(CNC(=O)CN2C(=O)CCn3nc(-c4ccccc4)cc32)cc1 | 0% | 0% | -1% | -3% | -16 | 4% | 32% | . | ?
CCc1ccc(NC(=O)C2=CC=CN3CCS(=O)(=O)N=C23)cc1 | . | -7% | 2% | -5% | -7 | . | . | 9% | -2%
CCN(CC)S(=O)(=O)c1ccc2c(c1)N(CC(=O)N(C)Cc1ccccc1)C(=O)CO2 | -2% | -9% | -3% | -5% | -12 | -8% | 24% | . | 46%[activator]
Cc1ccc(CN2C(=O)CCC2C(=O)NC2CCCC2)cc1 (configuration not stated) | 2% | -21% | -3% | -11% | -1 | 0% | -6% | 3% | 16%
c1ccc2c(c1)[nH]c1c3ccccc3sc21 | -6% | -11% | 1% | 4% | -2 | -8% | 9% | -3% | ?
CCC1CCCCN1C(=O)Cn1c(=O)oc2cc(S(=O)(=O)N3CCCCC3)ccc21 (configuration not stated) | 1% | -9% | 0% | -1% | -13 | -6% | 0% | . | 43%[activator]
Cc1ccc(NC(=O)N2CCN(c3cc(-c4noc(C)n4)ccc3C)CC2)c(C)c1 | -2% | 1% | -3% | -3%[60.1 µM] | 6 | 2% | ? | . | 3%
COc1ccc(C2C(C#N)=C(N)N3C(=C2C#N)Sc2ccccc23)cc1 (configuration not stated) | -4% | . | . | . | . | -17% | 19% | -1% | .
Cc1cc(C)nc(SCCS(=O)(=O)Cc2ccc(Cl)cc2)n1 | 3% | -10% | -1% | -11% | -17 | 3% | 7% | -5% | 3%
CN1CCN(S(=O)(=O)c2cccs2)CC1 | 0% | -16% | -4% | -9% | -5 | -14% | 24% | -4% | 57%[activator]
Cc1ccc(-n2ncc(C(=O)Nc3cc(Cl)ccc3Cl)c2C2CCNCC2)cc1 | -10% | -17% | -9% | 5% | -4 | -12% | 43% | 5% | 37%[activator]
C/C(=N\NC(=O)Nc1ccccc1)c1ccccc1 | 2% | 4% | 1% | -5% | -9 | -7% | -1%[57.1 µM] | -6% | 126%[activator]
COc1ccc(N2CCN(S(=O)(=O)c3ccc(CC(C)C)cc3)CC2)cc1 | 2% | -9% | -3% | -18% | -2 | 4% | 0% | . | -17%
CSc1ccc(CN(C)CC(=O)NC(=O)NCCC2=CCCCC2)cc1 | . | -17% | -5% | -6% | 4 | . | . | -14% | 3%
COc1ccc([C@H]2C(C#N)=C([S-])N[C@](C)(O)[C@@H]2[n+]2ccccc2)cc1 | 2% | -14% | 0% | -4% | 4 | -12% | 20% | -3% | ?
Cc1ccc(CN2C(=O)C(CC(C)C)Nc3ncnc(N4CCOCC4)c32)cc1 (configuration not stated) | . | -21% | -2%&-2% | 3% | 0&-11 | . | . | 16% | 22%
COc1ccc(NC(=O)CC2C(=O)N(Cc3ccco3)C(=S)N2C(C)C)cc1 (configuration not stated) | -3% | -14% | 1% | -1% | -1 | -11% | 2% | 8% | 2%
CCC1Nc2ncnc(N3CCc4ccccc4C3)c2N(Cc2ccc(Cl)cc2)C1=O (configuration not stated) | . | -17% | -1% | -15% | 0 | . | . | -21% | -3%
COc1ccc2[nH]c(C(=O)c3ccccc3)cc2c1 | 0% | . | -1% | ? | . | . | . | -8% | .
CC(C)CC(C)NC(=O)c1ccc(C(F)(F)F)cc1 (configuration not stated) | -3% | -10% | -2% | 18% | 0 | -1% | -14% | 0% | -8%
O=C(CCNS(=O)(=O)c1ccc(Br)cc1)N1CCN(c2ccccc2O)CC1 | . | -16% | -4% | 7% | 10 | . | . | 1% | 42%[activator]
O=C(NCC1CCCO1)c1cc(S(=O)(=O)N2CCOCC2)c(Cl)cc1Cl (configuration not stated) | -2% | -1% | -5% | -10% | -8 | -10% | -22% | 3% | 12%
Cc1cccc(N2CCN(c3cc(C)nc4c(-c5ccc(Cl)cc5)c(C)nn34)CC2C)c1 (configuration not stated) | 4% | -9% | -1% | -6%[60.1 µM] | -9 | 1% | 0% | . | 11%

Next part (three carried over from the part before).
canonical_smiles | BLM inh | POLH inh | Glioma ERSR ind | Pol kappa inh | LDHA inh | Anesthetic bind | POLB inh | APE1 inh | Pol iota inh
O=C(CCNS(=O)(=O)c1ccc(Br)cc1)N1CCN(c2ccccc2O)CC1 | . | -16% | -4% | 7% | 10 | . | . | 1% | 42%[activator]
O=C(NCC1CCCO1)c1cc(S(=O)(=O)N2CCOCC2)c(Cl)cc1Cl (configuration not stated) | -2% | -1% | -5% | -10% | -8 | -10% | -22% | 3% | 12%
Cc1cccc(N2CCN(c3cc(C)nc4c(-c5ccc(Cl)cc5)c(C)nn34)CC2C)c1 (configuration not stated) | 4% | -9% | -1% | -6%[60.1 µM] | -9 | 1% | 0% | . | 11%
COc1ccc(C2C=C(c3ccccc3)Nc3nc(NS(=O)(=O)c4ccccc4)nn32)cc1 (configuration not stated) | -11% | 89µM* | 2% | -10% | -11 | 4% | 12% | . | 18%
CCCC12CN3CC(C)(CN(C1)C3c1ccc([N+](=O)[O-])o1)C2=O (configuration not stated) | -16% | -5% | 0% | -4% | -4 | -5% | 4% | -1% | 59%[activator]
O=c1c2ccccc2nnn1Cc1nnc(-c2ccccc2Br)o1 | -1% | -3% | -2% | -8% | -11 | ? | 9% | ? | 11%
COC(=O)c1ccc(CN(C(C)=O)c2ccccc2)o1 | -1% | 9% | -2% | -15% | -4 | -11% | -10% | 2% | 7%
CSCCC(=O)Nc1cc(S(=O)(=O)N2CCOCC2)ccc1N1CCN(C)CC1 | 0% | -6% | -4% | -17% | -12 | -8% | -24% | 2% | 8%
CCN(C(=O)CSc1nnc(-c2ccncc2)n1-c1ccccc1)C1CCS(=O)(=O)C1 (configuration not stated) | -7% | -14% | -2% | 0% | -5 | -4% | 44%[activator] | 15% | 238%[activator]
O=C(Cn1cncn1)N/N=C/c1cc([N+](=O)[O-])ccc1O | -2% | -13% | -2% | 0% | 4 | -14% | 2% | 1% | 11%
COc1ccc(OC)c(NC(=O)CN2C(=O)c3ccccc3S2(=O)=O)c1 | 2% | 1% | -7% | -5% | 1 | -12% | 12% | -2% | 11%
COC(=O)C(NC(=O)c1ccccc1)=C1CCCCC1 | 1% | -19% | -3% | -1% | 1 | -10% | 9% | -2% | 13%
CCOC(=O)C1=C(CS(=O)(=O)c2ccc(F)c(C)c2)NC(=O)NC1c1ccc(O)c(O)c1 (configuration not stated) | -12% | 1% | -4% | -21% | 9 | -4% | ? | -10% | ?
COc1ccc(C(=O)CN2CCN(c3cc(C)nc4ccccc34)CC2)cc1 | 0% | 16% | -2% | 6% | 1 | 4% | 3% | -5% | 25%
COc1ccc(C(=O)NCC(=O)OCc2cc(=O)n3nc(C4CCCCC4)sc3n2)cc1 | 0% | -13% | 1% | -3% | 1 | ? | 9% | . | 15%
O=S(=O)(/C=C/c1ccccc1)Oc1ccccc1 | -7% | -15% | -4% | -5% | -2 | ? | 34% | 14% | -15%

Source: PubChem BioAssay
